# Source: PubChem BioAssay (several laboratories)
# GAA850 FXN act: activators of GAA850 frataxin (FXN) promoter; HEK293 lucGAA850 FXN promoter luciferase reporter, 24 h; percent of 10 µM SAHA response; 0.56% of 360,000 active; activation, % at 6 µM; AID 540364;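 active means activation above the average of all compounds screened plus 3 SD, cutoff fixed separately per campaign, cut at about 7.5% in these data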;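 further: 0% = DMSO wells and 100% = 10 µM SAHA wells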
# ssDAF12 agonist: activators of S. stercoralis DAF-12 nuclear receptor. HEK293 ssDAF-12/GRIP1 lit1-tk-luc reporter, luminescence; % of 3 µM dafachronic acid response. activation, % at 6.8 µM. 1% of 370,000 active. AID 652126;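 active means activation above the mean over all tested compounds plus 3 SD, cut at about 0.9% in these data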;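 further: 0% = DMSO-only wells and 100% = 3 µM delta7-dafachronic acid wells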
# DAX1 inh-1: inhibitors of DAX1 repression of SF-1 activated StAR promoter. HEK293T StAR-luciferase reporter, SF-1/DAX-1 repression relief. inhibition, % at 6.8 µM. 1.1% of 370,000 active. AID 652010;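 active means inhibition above the mean over all tested compounds plus 3 SD, cut at about 3.6% in these data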;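 further: 0% = DAX-1 cells with DMSO and 100% = cells lacking DAX-1 with DMSO; higher inhibition means more luminescence from relief of DAX-1 repression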
# KLK7 zymogen act: activators of human kallikrein-7 zymogen. purified proKLK7, EDANS-DABCYL substrate fluorescence; 100% is mature enzyme control, 0% vehicle. P49862. 0.9% of 370,000 active. activation, % at 7 µM;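 active means activation above the mean of all tested compounds plus 3 SD, computed per campaign excluding outliers beyond control limits, cut at about 13% in these data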
# GC-B act: GC-B (human) receptor activation. HEK293-GC-B cells, CNP EC30, cGMP TR-FRET; 0% at EC30 CNP, 100% saturating CNP. 0.11% of 370,000 active. activation, % at 10 µM. AID 1920062;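 active means activation at 10 µM reaching about 35% in either raw or pattern-adjusted values, limit read from the data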
# Target sequence (P20594 whole entry, looked up): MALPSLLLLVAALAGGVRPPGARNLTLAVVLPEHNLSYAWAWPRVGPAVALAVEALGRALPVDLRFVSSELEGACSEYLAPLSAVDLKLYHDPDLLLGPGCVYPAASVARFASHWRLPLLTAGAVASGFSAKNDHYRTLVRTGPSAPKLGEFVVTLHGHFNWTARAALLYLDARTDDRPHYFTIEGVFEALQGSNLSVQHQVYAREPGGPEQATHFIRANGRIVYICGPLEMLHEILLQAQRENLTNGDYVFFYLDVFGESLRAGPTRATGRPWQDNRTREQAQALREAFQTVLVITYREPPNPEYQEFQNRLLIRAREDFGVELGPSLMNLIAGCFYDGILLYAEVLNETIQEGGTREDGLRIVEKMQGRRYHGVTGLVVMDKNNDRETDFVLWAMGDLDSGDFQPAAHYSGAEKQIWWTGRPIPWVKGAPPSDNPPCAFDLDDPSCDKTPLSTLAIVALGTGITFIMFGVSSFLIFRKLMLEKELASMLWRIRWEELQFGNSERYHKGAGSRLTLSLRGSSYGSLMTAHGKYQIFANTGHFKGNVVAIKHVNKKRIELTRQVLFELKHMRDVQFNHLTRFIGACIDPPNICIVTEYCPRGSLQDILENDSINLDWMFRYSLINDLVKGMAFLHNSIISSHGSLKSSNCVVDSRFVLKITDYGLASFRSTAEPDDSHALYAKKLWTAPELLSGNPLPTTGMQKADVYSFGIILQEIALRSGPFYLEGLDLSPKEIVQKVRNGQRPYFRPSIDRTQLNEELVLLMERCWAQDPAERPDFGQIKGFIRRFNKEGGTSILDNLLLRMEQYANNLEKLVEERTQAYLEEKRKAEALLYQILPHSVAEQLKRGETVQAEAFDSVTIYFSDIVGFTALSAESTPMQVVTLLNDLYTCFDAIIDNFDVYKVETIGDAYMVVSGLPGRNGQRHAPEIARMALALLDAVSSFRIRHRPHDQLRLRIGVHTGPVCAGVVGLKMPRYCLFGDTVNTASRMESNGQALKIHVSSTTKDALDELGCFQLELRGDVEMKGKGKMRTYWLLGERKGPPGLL
# HGIII-sPLA2 inh: Inhibits HGIII-sPLA2 liposome hydrolysis, primary screen; Q9NZ20; QFRET BODIPY PC-A2 liposome hydrolysis, fluorescence; inhibition, % at 12.2 µM; 0.56% of 370,000 active; AID 743126;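 active means inhibition above mean plus 3 SD of compounds lying within the high and low control bounds, cut at about 19% in these data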;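 further: 0% = median of test compound wells and 100% = no enzyme DMSO wells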
# hcDAF-12 act: activates DAF-12 receptor from parasite H. contortus. AID 652067. 1.4% of 370,000 active. HEK293 hcDAF-12 lit1-tk-luc reporter, luminescence; 0% DMSO, 100% Δ7-dafachronic acid. activation, % at 6.8 µM;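 active means activation above the mean of all tested compounds plus 3 SD, cut at about 5.5% in these data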;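 further: 100% = response to 3 µM Δ7-dafachronic acid high control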
# hgDAF12 agonist: hgDAF-12 agonism, primary luciferase screen. HEK293 GAL4-hgDAF12 UAS-luciferase reporter, agonist luminescence; normalized to butyrate control. activation, % at 6.8 µM. 1.8% of 370,000 active;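 active means activation above a cutoff set at the mean of all screened compounds plus 3 SD, cut at about 10% in these data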;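 further: 0% = DMSO wells and 100% = sodium butyrate wells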
# GC-A act: GC-A (human) enzyme activation; HEK293 GC-A cells, cGMP TR-FRET, EC30 ANP; 0% at EC30 ANP, 100% saturating ANP; 0.14% of 370,000 active; activation, % at 10 µM; in the data active means activation above about 40%
# SMARCA2 act: increases SMARCA2 function in MMTV reporter cells. activation, % at 9.1 µM. 1% of 370,000 active. MG213 cells, MMTV-luciferase reporter, dexamethasone, overnight; in the data active means activation above about 7.8%;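 further: 0% = vehicle wells and 100% = reference activator wells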
# DAX1 inh-2: inhibitors of human orphan nuclear receptor DAX1 (NR0B1) | P51843 | HEK293 Gal4-DAX1 luciferase reporter, luminescence | inhibition, % at 6.75 µM | 0.99% of 340,000 active | AID 504766;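 active means inhibition above the mean over all tested compounds plus 3 SD, cut at about 4.2% in these data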;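 further: 0% = DAX1-transfected cells with DMSO and 100% = empty-vector control cells with DMSO; inhibition shows as a rise in luminescence from relieved DAX1 repression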
# * hit, by the source's call; · = not tested or not shown.
SMILES,GAA850 FXN act,ssDAF12 agonist,DAX1 inh-1,KLK7 zymogen act,GC-B act,HGIII-sPLA2 inh,hcDAF-12 act,hgDAF12 agonist,GC-A act,SMARCA2 act,DAX1 inh-2
COc1ccc(S(=O)(=O)n2c([N+](=O)[O-])cnc2C)cc1OC,2.4,-0.6,0.0,0.4,1,2,-0.8,-1.3,-4,0,-0.2
O=C(CSCc1ccc(Cl)cc1)N1CCN(Cc2ccc3c(c2)OCO3)CC1,-1.0,-0.7,-0.4,0.0,-8,-8,-1.4,-0.1,3,-4,0.0
CCOC(=O)CCNC(C(=O)OCC)c1ccccc1 (stereo unspecified),-1.9,-0.9,0.6,0.2,-4,9,1.3,1.2,1,1,0.6
O=C(Cc1ccccn1)c1ccc(O)cc1O,1.4,-1.2,-0.4,0.2,3,0,-0.8,-0.6,6,-1,-1.0
CCn1nnc(-c2ccccc2NC(=O)c2cccc(-n3cnnn3)c2)n1,-0.5,-1.3,0.1,0.2,2,-4,-1.3,1.6,5,7,1.2
COc1ccc(N(CC(=O)N2CCN(c3ccc(F)cc3)CC2)S(=O)(=O)c2c(C)noc2C)cc1,-1.2,-0.4,-0.4,-0.1,0,-1,-1.6,0.6,2,-4,-0.3
CC(C)n1c(SC2C(=O)CC(C)(C)CC2=O)nc2c1c(=O)n(C)c(=O)n2C,1.2,-1.9,1.2,0.1,0,8,-0.5,0.6,-4,-4,2.2
CCn1cc(C(=O)NCc2ccc3c(c2)OCO3)c(=O)c2cc(F)c(N3CCN(C)CC3)cc21,0.9,-1.5,-0.1,2.0,-3,-18,-2.5,4.1,1,1,-1.2
COc1cc(NC(=O)C(=O)NCCN(C)C)c(OC)cc1Cl,1.7,-0.7,1.2,-0.3,-2,9,0.3,-4.4,-5,-4,1.9
CC(=O)c1c(C)n(-c2ccc(Cl)cc2)c2ccc(O)cc12,-1.5,-1.0,-0.5,0.3,3,-4,3.6,-1.9,22,-1,-0.8
CCNC(=S)Nc1ccc(OCC)cc1,1.8,-1.4,-0.1,0.1,5,3,-3.3,1.8,4,-2,0.3
O=C(NCCN1CCN(C(=O)c2ccc(F)cc2)CC1)C(=O)NCc1ccccc1,1.5,-0.8,0.1,0.0,-5,8,-2.0,0.6,2,-2,2.8
COc1cccc(-n2nnc3c(=O)n(Cc4ccc(C)cc4)cnc32)c1,-0.6,-1.1,-1.1,0.4,-3,-1,-1.5,0.5,1,-2,0.4
CCCc1nc2c(nnn2Cc2ccccc2F)c(=O)[nH]1,1.6,-1.2,-0.1,0.4,6,1,0.7,-4.4,5,-3,0.4
COc1ccc(NC(=O)NCc2cccnc2)cc1,-0.7,-1.1,-1.9,0.4,4,9,1.6,0.0,2,-3,0.1
CC1=C(C(=O)N(C)C)CC(CC(=O)NC2CCCC2)C(=O)N1Cc1ccccc1 (stereo unspecified),-0.8,-0.9,-0.3,0.1,0,2,-1.6,2.5,-1,-1,0.8
CC1=Nc2cc([N+](=O)[O-])ccc2NC(C)(C)C1,5.9,-1.5,0.4,-0.1,4,4,1.6,12*,-1,11*,4.8*
COc1cc2c(cc1OC)CN(C(=O)CN1CCN(S(=O)(=O)c3ccccc3)CC1)CC2,-0.8,-1.2,-4.1,3.2,-5,2,0.1,-1.1,3,0,0.8
COc1c(S(=O)(=O)N2CCCCC2)ccc2c(S(=O)(=O)N3CCCCC3)cccc12,-2.5,-1.1,-0.5,-0.2,6,0,0.5,-0.4,-1,-5,3.2
CCOc1ccc(N2C(=O)C(c3ccccc3)=C(c3nc4ccccc4s3)C2NC(C)=O)cc1 (stereo unspecified),2.4,-0.9,0.4,0.2,22,0,-0.1,1.2,-1,1,2.5
CCCN1CCC(C(=O)NC(c2ccc(F)cc2)c2ncccc2C)CC1 (stereo unspecified),2.4,-1.6,1.9,0.0,-1,-4,-0.1,2.0,1,0,·
CCOC(=O)c1c(-c2ncc(C(F)(F)F)cc2Cl)noc1C,1.9,-1.0,0.4,-0.4,1,-3,-1.7,0.9,-3,-2,-0.3
C[C@@H]1CCCCO[C@H](CN(C)C(=O)Cc2ccccc2)[C@H](C)CN([C@@H](C)CO)C(=O)c2cc(NC(=O)Nc3ccc(F)cc3)ccc2O1,-3.5,-0.5,-1.2,0.8,3,-42,-1.3,-2.5,1,-3,0.3
Cn1c(C(=O)NCCCN2CCN(c3ccc(F)cc3)CC2)cc2c(=O)n(C)c3ccccc3c21,-0.1,-1.6,0.2,-0.1,-7,0,-0.7,-2.8,-6,-1,-0.5
COc1cccc(/C=C2\SC(=S)N(CCCC(=O)Nc3cc(C)on3)C2=O)c1,-1.7,-0.6,-0.3,0.5,-6,1,-2.6,-1.2,-9,-2,0.1
CCOC(CNc1c([N+](=O)[O-])c(=O)n(C)c(=O)n1C)OCC,2.3,-0.2,-0.5,-0.5,0,-7,0.1,0.9,3,1,2.9
O=C(Nc1nc2ccccc2[nH]1)C1CCC1,5.3,-1.5,1.5,-0.2,-1,2,1.9,8.9,-1,8.9*,1.5
COc1ccc(C(=O)N=C2SC3CS(=O)(=O)CC3N2Cc2ccc(OC)c(OC)c2)cc1 (stereo unspecified),2.4,-1.3,-0.3,-0.7,-4,2,-0.3,0.5,-5,3,-0.1
C(=C1c2ccccc2-c2ccccc21)c1ccccn1,0.1,-1.0,-0.9,0.5,-4,-10,0.6,1.1,-12,1,-0.2
C=CCNc1nc(Nc2ccc([N+](=O)[O-])cc2)nc(OCC)n1,0.9,-1.7,-0.4,-0.4,11,5,-3.5,-1.9,13,3,-0.1
CCOC(=O)C1=C(c2ccccc2)NC(=S)NC1c1ccc(Cl)cc1 (stereo unspecified),0.6,-1.6,-0.2,0.2,7,17,-2.3,0.6,0,-4,-0.4
CCCS(=O)(=O)c1csc(C(=O)OC)c1N,0.2,-1.1,-0.1,0.6,4,-2,0.0,1.8,3,-2,·
CCN(CC)Cc1nc2c(c(=O)[nH]1)C1(CCCC1)Cc1ccccc1-2,-1.1,-1.2,-0.1,0.5,-2,-4,-1.8,-0.9,4,-5,-1.4
CCn1c(COc2cccc(OC)c2)nnc1SCC(=O)NC1CCCC1,-0.1,-1.3,-0.2,-0.4,-4,0,-2.8,-1.1,-1,-5,0.1
O=C(O)C1=C[C@H](c2coc3ccccc3c2=O)C[C@H](OCCCCO)O1,0.5,-1.2,-0.3,5.3,-4,1,0.1,-2.6,3,1,-0.1
O=C(NNS(=O)(=O)c1ccc(F)cc1)c1cc(Cl)ccc1O,0.3,-0.8,0.0,3.0,2,-8,0.5,1.1,2,3,0.4
Cc1ccc(S(=O)(=O)NC(=O)c2cc(C)n(-c3ccc(N(C)C)cc3)c2C)cc1,2.0,-0.8,-0.3,0.7,-1,-11,1.9,4.2,2,1,-0.9
COc1ccc(CCNC(=O)CCc2cn(C)c3ccccc23)c(OC)c1OC,3.7,-0.9,0.1,0.9,4,5,0.9,-3.7,0,-1,1.0
COC(=O)Cn1c2nc3ccccc3nc2c2cccc(C)c21,4.3,-0.8,0.3,0.2,17,-1,-0.1,-1.4,21,0,1.8
Cc1ccc(C)c(OCCC(=O)OCC(=O)Nc2ccc(Cl)cn2)c1,0.6,0.7,-0.5,0.3,-2,12,-0.1,1.4,3,0,-0.5

# Entries above that have an NH in an aromatic ring (3):
SMILES,GAA850 FXN act,ssDAF12 agonist,DAX1 inh-1,KLK7 zymogen act,GC-B act,HGIII-sPLA2 inh,hcDAF-12 act,hgDAF12 agonist,GC-A act,SMARCA2 act,DAX1 inh-2
CCCc1nc2c(nnn2Cc2ccccc2F)c(=O)[nH]1,1.6,-1.2,-0.1,0.4,6,1,0.7,-4.4,5,-3,0.4
O=C(Nc1nc2ccccc2[nH]1)C1CCC1,5.3,-1.5,1.5,-0.2,-1,2,1.9,8.9,-1,8.9*,1.5
CCN(CC)Cc1nc2c(c(=O)[nH]1)C1(CCCC1)Cc1ccccc1-2,-1.1,-1.2,-0.1,0.5,-2,-4,-1.8,-0.9,4,-5,-1.4

# Next part.
SMILES,GAA850 FXN act,ssDAF12 agonist,DAX1 inh-1,KLK7 zymogen act,GC-B act,HGIII-sPLA2 inh,hcDAF-12 act,hgDAF12 agonist,GC-A act,SMARCA2 act,DAX1 inh-2
COc1ccc2c(c1)Cc1c-2cc(Br)c(N)c1Br,1.5,0.5,0.4,-0.3,-9,7,4.7,6.9,-5,1,0.5
O=C(CSc1ccccc1C(=O)O)c1ccc([N+](=O)[O-])cc1,0.7,-0.2,-0.4,0.9,-2,-2,3.8,1.3,-2,-3,0.9
CC(C)(C)NC(=O)C1CCC(C)(C(=O)O)C1(C)C (stereo unspecified),0.4,-1.6,-0.2,0.5,0,13,-1.0,-1.1,3,-4,-0.3
COc1cccc(C(=O)NC(=S)Nc2ccccc2N2CCCCC2)c1,-0.9,-0.1,-0.4,-0.1,-4,0,-0.8,2.0,4,-1,-0.3
COc1ccc(Cl)cc1NC(=O)CCCn1c(=O)c2cccn2c2cccnc21,0.7,-0.7,0.0,-0.6,-8,14,-0.9,-1.9,-10,-3,0.1
O=C(COC(=O)c1ccccc1[N+](=O)[O-])NNC(=O)c1cccs1,0.0,-1.2,-0.3,0.2,-4,-2,-0.8,-1.0,1,1,-0.1
O=C(NCc1ccccc1)C12CN(Cc3ccccc3)CC1C(c1cccc([N+](=O)[O-])c1)=NO2 (stereo unspecified),-2.7,-1.3,-0.1,0.4,6,4,-2.2,-4.8,-3,3,-0.6
COc1ccc2nc(SCc3cccnc3)c(C#N)cc2c1,2.5,-1.0,-0.3,-0.2,-2,-5,0.6,-0.1,1,2,-1.0
Cc1ccc(S(=O)(=O)NCC(=O)OCCOc2cccc(Cl)c2)cc1,2.5,-1.3,1.5,-0.2,-2,-46,0.5,2.0,-1,-2,1.4
Cc1ccc(N(CC(=O)NCC2CCCO2)C(=O)CCC(=O)Nc2ccccn2)cc1C (stereo unspecified),1.8,-1.2,0.3,0.2,0,2,0.0,0.2,1,-3,1.2
NC(=O)c1sc2nc(-c3ccccc3)ccc2c1N,7.3,-0.7,1.4,7.1,-2,5,1.6,9.5,18,8.1*,2.9
Cc1ccc(-n2ccc(=O)c(C(=O)Nc3ccc(S(=O)(=O)N4CCOCC4)cc3)n2)cc1,-1.0,-1.3,-0.7,0.7,3,7,-1.5,-1.0,4,-1,0.3
CNC(=S)N(Cc1cc2ccc(OC)cc2[nH]c1=O)CC1CCCO1 (stereo unspecified),0.9,-1.2,0.4,-0.2,-1,2,-1.2,-1.8,0,3,1.1
CC(=O)OC(C)(CCC(C)(OC(C)=O)C(C)=O)C(C)=O (stereo unspecified),-0.5,-0.9,0.4,-0.5,6,2,-1.2,-0.5,-1,1,-0.5
Cc1sc2ncn(CC(=O)N3CCC(C(N)=O)CC3)c(=O)c2c1S(=O)(=O)N1CC(C)CC(C)C1 (stereo unspecified),-0.1,-1.3,0.2,0.0,2,3,-1.2,-0.3,2,-3,1.6
CNC(=O)CN(c1cc(C)ccc1C)S(C)(=O)=O,-1.3,-0.8,0.0,-0.1,4,9,-1.0,0.8,3,4,-0.7
C=C1C(=O)OCC2C(C(=O)O)=CC3C(C)C(C)=CC123 (stereo unspecified),4.9,-1.3,-0.1,-0.9,5,6,-0.6,1.1,2,-2,1.2
